PriA SSB inh – K. pneumoniae PriA-SSBct interaction inhibition; hit rate 0.6% among 430,000; AID 1272365; inhibition, % at 33 µM; AlphaScreen SSBct-PriA binding, biotinylated peptide; in the data active = inhibition mostly above about 37%, no sharp cut-off; inactive = mostly below about 20%;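 also: plate controls were negative control peptide for no effect and reference peptide for full effect; strong numbers were not always called active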
BH1578 lux ind – induces V. cholerae light production without autoinducers | activation, % at 18.7 µM | V. cholerae BH1578 lux reporter, luminescence, 6 h | AID 588436 | hit rate 0.16% among 350,000; in the data active = activation mostly above about 9.7%, no sharp cut-off; inconclusive = no clear call, values can overlap the other calls; inactive = mostly below about 3.7%; also: not every result past the cut was called active; inactives centre near 0; reference of the scale not given here
Yp Topo-I inh – blocks Yersinia pestis topoisomerase I activity. Y. pestis Topo-I cleavage product accumulation, plate reader. activity, % at 10 µM. hit rate 0.064% among 360,000; in the data active = activity above about 50%, passing the limit was not always enough; inconclusive = no clear call, values can overlap the other calls; also: inactives centre near 2
Rv3671c inh – Rv3671c (M. tuberculosis) protease inhibition. P9WHR9. inhibition, % at 5.96 µM. hit rate 0.048% among 320,000; in the data active = inhibition above about 38%;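 also: extracellular domain of Rv3671c used as enzyme; 0% = enzyme with DMSO and 100% = no enzyme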
Target sequence (P9WHR9 whole entry, looked up, the tested form may be a part): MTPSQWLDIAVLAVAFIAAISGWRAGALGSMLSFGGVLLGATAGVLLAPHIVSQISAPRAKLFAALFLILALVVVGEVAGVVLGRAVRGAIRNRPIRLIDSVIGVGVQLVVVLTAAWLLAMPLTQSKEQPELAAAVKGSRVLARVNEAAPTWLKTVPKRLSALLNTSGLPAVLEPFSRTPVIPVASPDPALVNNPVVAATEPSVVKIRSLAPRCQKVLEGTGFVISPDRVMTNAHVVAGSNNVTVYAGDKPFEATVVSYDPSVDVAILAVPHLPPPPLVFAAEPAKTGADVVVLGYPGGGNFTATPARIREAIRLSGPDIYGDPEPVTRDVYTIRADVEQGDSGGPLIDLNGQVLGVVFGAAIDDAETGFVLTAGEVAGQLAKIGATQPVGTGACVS
Anthrax LF prot – blocks Bacillus anthracis lethal factor protease. multiplex microsphere protease cleavage assay, LF. hit rate 0.12% among 360,000. AID 588501. P15917. inhibition, % at 10 µM; in the data active = inhibition above about 30%; inconclusive = no clear call, values can overlap the other calls; also: plate controls were buffer without enzyme for full effect and enzyme alone for no effect
MazF activator – activators of E. coli MazEF toxin-antitoxin RNase; P0AE70; FAM/BHQ RNA-DNA oligo cleavage fluorescence, 5 h; activation, % at 20 µM; hit rate 0.32% among 350,000; AID 504720; in the data active = activation above about 50%
Target sequence (P0AE70 whole entry, looked up): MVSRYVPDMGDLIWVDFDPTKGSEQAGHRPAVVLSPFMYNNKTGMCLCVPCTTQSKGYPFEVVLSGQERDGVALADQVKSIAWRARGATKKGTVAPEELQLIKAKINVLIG
TcdB GH inh – TcdB glycohydrolase inhibition; hit rate 0.24% among 350,000; P18177; AID 652162; inhibition, % at 9.99 µM; TcdB glycohydrolase enzymatic assay, plate reader; in the data active = inhibition above about 10%
SARS 3CLpro inh – SARS-CoV 3CLpro protease inhibition; recombinant SARS-CoV 3CLpro, quenched FRET peptide cleavage; inhibition, % at 6 µM; hit rate 0.14% among 290,000; P0C6X7; AID 1706; in the data active = inhibition above about 12%
PfHsp40 yeast – restores yeast growth despite PfHsp40 toxicity; S. cerevisiae expressing PfHsp40, growth rescue, ATP luminescence; growth rescue, % at 12.5 µM; hit rate 0.68% among 340,000; in the data active = growth rescue above about 28%, passing the limit was not always enough; inconclusive = no clear call, values can overlap the other calls;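 also: yeast W303a lacking pdr1 and pdr3 grown in galactose medium; growth measured after three days at 30 °C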
VHR inh abs – blocks human VHR1 dual specificity phosphatase; P51452; recombinant VHR phosphatase, pNPP absorbance; inhibition, % at 13.3 µM; hit rate 0.52% among 290,000; AID 1654; in the data active = inhibition above about 50%; also: some compounds called inactive have numbers as strong as hits
Target sequence (P51452 whole entry, looked up): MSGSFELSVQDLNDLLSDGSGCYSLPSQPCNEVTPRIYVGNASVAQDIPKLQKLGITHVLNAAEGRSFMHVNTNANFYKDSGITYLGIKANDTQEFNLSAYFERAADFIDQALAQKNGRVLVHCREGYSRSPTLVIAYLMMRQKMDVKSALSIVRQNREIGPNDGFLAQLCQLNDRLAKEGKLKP
Active calls of the source: *; i = inactive; ? = inconclusive; . = not tested or not shown; + = active, no number; & = joins results of further samples.

SMILES	PriA SSB inh	BH1578 lux ind	Yp Topo-I inh	Rv3671c inh	Anthrax LF prot	MazF activator	TcdB GH inh	SARS 3CLpro inh	PfHsp40 yeast	VHR inh abs
CC(C)(C)N1OC2CC1c1nc3ccccc3n1C2 (stereo unspecified)	13	0.1	5	-3	1	7	-0.2	.	-1.0	26
O=C(CNC(=S)N(CCCN1CCOCC1)Cc1cccs1)NC1CCCC1	1	3.3	4	-3	-3	-5	0.9	-2	-0.7	14
Cc1c(C(=O)N(Cc2nccn2C)C(C)C)oc2c(F)cccc12	-3	-0.4	3	-4	-1	-3	0.1	-8	-2.0	10
COc1c(C)cc(Br)cc1C(=O)Nc1cccc(-c2nc3ncccc3o2)c1	-4	-0.3	14	-34	-1	10	0.8	-1	-0.7	5
COc1cc(CCC(=O)OCC(=O)Nc2ccccc2OC(F)F)cc(OC)c1OC	-17	0.1	6	6	-5	5	-0.6	-2	1.1	18
CC1(C)CC(=O)C(C=NCCN2CCN(CCCCS(=O)(=O)O)CC2)=C(O)C1	-10	-0.5	1	-4	-2	-5	.	0	0.1	2
CCCCC(=O)N(C)c1c(CC)nc2c(OCc3ccc(C(F)(F)F)cc3)cccn12	.	-0.4	16	.	-9	.	-1.2	.	.	.
CC[C@@H]1CC=C[C@H]2[C@H]1C(=O)N(Cc1ccccc1)[C@H]2c1ccc(OC)c(Cl)c1	3	i	12	-15	-4	-3	1.1	.	0.6	15
COc1cc(O)c(C(CCN2CCCC(C)C2)c2cc(OC)c(OC)c(OC)c2)c(OC)c1 (stereo unspecified)	-4	-0.9	0	6	1	-2	0.4	.	0.3	-5
COC(=O)c1ccc(COc2ccc(/C=N/O)cc2)o1	.	-1.1	2	-1	-2	11	0.1	5	-0.9	6
CCc1ccc(NS(=O)(=O)c2cc3c4c(c2)CCN4C(=O)CC3)cc1	1	-1.5	6	3	-1	1	1.5	.	0.3	.
Cc1ccc(C23CC4CC(CC(CC(=O)NC(C)(C)CO)(C4)C2)C3)cc1	-15	5.6	12	4	0	5	1.8	6	-0.3	-19

Profiles, looked up by structure. Values in the order: PriA SSB inh | BH1578 lux ind | Yp Topo-I inh | Rv3671c inh | Anthrax LF prot | MazF activator | TcdB GH inh | SARS 3CLpro inh | PfHsp40 yeast | VHR inh abs
`COc1c(C)cc(Br)cc1C(=O)Nc1cccc(-c2nc3ncccc3o2)c1` is listed as -4 | -0.3 | 14 | -34 | -1 | 10 | 0.8 | -1 | -0.7 | 5
`CCCCC(=O)N(C)c1c(CC)nc2c(OCc3ccc(C(F)(F)F)cc3)cccn12` is listed as . | -0.4 | 16 | . | -9 | . | -1.2 | . | . | .
`COc1cc(O)c(C(CCN2CCCC(C)C2)c2cc(OC)c(OC)c(OC)c2)c(OC)c1` (stereo unspecified) is listed as -4 | -0.9 | 0 | 6 | 1 | -2 | 0.4 | . | 0.3 | -5
`COc1cc(CCC(=O)OCC(=O)Nc2ccccc2OC(F)F)cc(OC)c1OC` is listed as -17 | 0.1 | 6 | 6 | -5 | 5 | -0.6 | -2 | 1.1 | 18

(list continues)
SMILES	PriA SSB inh	BH1578 lux ind	Yp Topo-I inh	Rv3671c inh	Anthrax LF prot	MazF activator	TcdB GH inh	SARS 3CLpro inh	PfHsp40 yeast	VHR inh abs
O=C(Cc1ccc2c(c1)OCCO2)c1c(O)cc(O)cc1O	4	i	-4	-3	0	1	0.8	-2	1.6	7
CC1CCCCN1C(=O)Cn1c(=O)n(C2CCCCC2)c(=O)c2ccccc21 (stereo unspecified)	-25	-0.6	2	5	-8	-2	.	2	-1.1	-4
O=C(C[n+]1cc(-c2ccccc2)n2c1CCC2)Nc1nc(-c2ccc(F)cc2)cs1	15	0.1	6	8	1	19	.	3	0.0	17
CCOc1ccc(C(Nc2ccc(C)cc2)P2(=O)OCCC(C)O2)cc1 (stereo unspecified)	9	i	2	-4	-6	10	.	-4	-1.4	17
O=S(=O)(NC1C2CC3CC(C2)CC1C3)c1ccc(F)cc1 (stereo unspecified)	-7	-1.0	0	.	?	2	3.0	.	-0.6	.
O=C1NN(c2ccccc2)C(=O)/C1=C\c1cccc(OC(=O)c2cccs2)c1	-14	i	-7	4	1	7	.	1	2.6	23
COc1cccc(N=CNc2cccc(OC)c2)c1	-12	1.1	-12	.	-6	13	-0.6	.	-1.0	.
S=C(NCCc1ccccc1)NCC1CCCO1 (stereo unspecified)	4	-0.1	-3	-1	2	-4	0.8	-2	0.2	2
CCOc1cc(/C=C2\SC(=S)N(C(C(=O)O)c3ccccc3)C2=O)ccc1O (stereo unspecified)	3	-0.3	-3	-64	-4	-64	3.5	2	0.5	-1
CCOc1ccc(OCCC(=O)N2CCN(S(=O)(=O)c3ccc(OCC)cc3)CC2)cc1	-11	-1.0	24	10	-5	-1	1.9	3	-2.1	10
CCN(CC)CCN(C(=O)c1ccc(Br)s1)c1nc2cc3c(cc2s1)OCO3	-8	i	-7	6	.	1	-0.6	0	-0.2	6
Nn1c(SCc2ccc(Br)cc2)nnc1-c1ccncc1	-7	-0.5	1	-4	-7	-2	1.5	5	1.1	19
O=C(c1ccc(Cl)cc1)N1CCC(O)(CSc2ccc(Cl)cc2Cl)CC1	-3	i	38	-5	-2	2	.	2	11	2
O=C(CCn1nnc2ccccc21)Nc1nnc(-c2ccccc2F)s1	-21	i	-4	-9	2	11	.	0	-0.2	12
Cc1sc(-n2cccc2)c(C(=O)O)c1C	2	3.2	-1	6	-1	3	.	0	-0.5	22
CN(C)c1nc(NNC(=O)c2ccccc2)nc(N(C)C)n1	-6	i	7	.	4	5	-0.2	.	-1.3	.
O=C1CC(N2CCC(O)(c3ccc(Cl)cc3)CC2)C(=O)N1Cc1ccc(N2CCCC2=O)cc1 (stereo unspecified)	-9	i	28	7	2	3	.	-7	1.7	10
CCn1c(/C=C2\C(=O)N(C)c3ccccc32)nc2ccccc2c1=O	9	-0.3	-3	4	-4	6	.	7	0.4	21
CC(C)CCC1(C)NC(=O)N(CC(=O)c2ccc[nH]2)C1=O (stereo unspecified)	5	1.2	-1	6	-4	-6	1.0	.	0.2	.
CCCC(=O)NNC(=O)c1ccoc1C	-18	-4.5	-4	-6	1	2	-1.2	-1	0.5	-5
O=C(CC1C(=O)NCCN1Cc1c(F)cccc1Cl)NCCc1ccccn1 (stereo unspecified)	-4	i	3	-4	0	5	1.2	4	0.0	3
CC(C)(C)C(=O)Nc1cc(C(F)(F)F)ccc1-n1ccnc1	5	i	9	1	0	-18	1.4	0	-1.3	28
CC(CC(C)C(=O)N1CCOCCN(C(=O)C(C)CC(C)C(=O)O)CCOCC1)C(=O)O (stereo unspecified)	-3	i	1	-1	1	-9	.	-1	-1.0	11
C=CCn1c(-c2cc(OC)cc(OC)c2)n[nH]c1=S	-12	22*	4	-1	1	-9	.	2	-0.4	24
O=C(Nc1cccc(F)c1)C1CCN(S(=O)(=O)c2cccc3nonc23)CC1	0	-0.1	-1	-9	5	7	0.6	-3	-2.3	0
Cc1cc(C(F)(F)F)c2c(C)nn(CCc3nn[nH]n3)c2n1	-3	.	6	-1	-2	-1	.	2	0.6	6
O=C(NC1CCCCCC1)c1ccc(S(=O)(=O)NCc2ccco2)cc1	-1	i	5	-5	-1	-15	.	2	0.1	27
CC(C)C(=O)Nc1sc2c(c1C#N)CCCCC2	-10	-0.6	1	-9	4	6	.	3	0.1	12
CCOc1ccc2oc(=O)cc(C)c2c1	-15	2.1	2	2	2	0	.	-2	-0.5	21
CCCCNC(=O)C1(C)CCCCN1C(=O)c1cc2ccccc2s1 (stereo unspecified)	.	-0.5	-3	.	-4	.	-0.4	.	.	.
CCCOc1ccc(Br)cc1/C=N/O	.	4.5	9	-7	-1	7	.	-2	1.4	-7
CS(=O)(=O)N(CCC(=O)O)Cc1ccccc1	-27	-5.0	0	-2	0	2	.	4	77*	15
COc1cc(OC)c(C(=O)NC23CC4CC(CC(C4)C2)C3)cc1OC	-19	i	27	-5	-9	7	1.8	7	-0.6	26
Cc1ccc(-c2nn(-c3ccccc3)cc2/C=C2\SC(=S)N(CCCCCC(=O)O)C2=O)o1	-1	-0.2	12	-24	3	+	-0.2	-2	-0.4	36
CC(C)(C)OC(=O)N(CCc1ccccc1)Cc1cccc(OCc2cccc(NC(=O)/C=C/c3ccccc3)c2)c1	1	-0.6	-2	.	1	-4	0.9	.	-0.5	.
CC(C)(C)c1cc(C(=O)NCc2ccco2)ccn1	0	-0.1	-6	-1	-1	-1	.	-5	-0.2	-2
CCOC(=O)C(C)OC(=O)C1=C(C)NC(=O)NC1c1ccc2c(c1)OCO2 (stereo unspecified)	-8	i	1	0	-7	1	1.1	-5	0.0	9
CCCCCCn1c(=O)c(C(=O)Nc2ncccc2O)c(O)c2ccccc21	10	-0.4	4	1	-2	5	0.7	0	0.9	14
O=C(COc1ccccc1)NCc1ccc2c(c1)OCO2	-6	i	-3	-5	1	-7	.	-2	0.1	23
C[C@H]1CN([C@@H](C)CO)C(=O)Cc2cc(NC(=O)Cn3cnnn3)ccc2O[C@H]1CN(C)Cc1ccncc1	0	5.6	10	2	-4	6	0.0&1.5	.	-0.9	.
CCn1cc(CN2CCCC(C(=O)Nc3ccc(-c4nc5ccccc5[nH]4)cc3)C2)c(C)n1 (stereo unspecified)	3	i	-4	-8	-5	5	2.4	-5	-0.6	2
COCCn1c(=NC(C)=O)sc2cc([N+](=O)[O-])ccc21	-2	-0.3	-2	4	-1	4	.	0	0.1	-2
Cc1ccc(NC(=O)C2(c3ccccc3)CCCC2)nc1	-26	-1.3	16	1	-2	-12	.	-4	0.8	.
COc1cc(/C=N/NC(=O)Cc2ccc(Br)cc2)cc(OC)c1O	.	i	-3	2	-10	5	-0.8	2	-1.0	16
COc1ccc(S(=O)(=O)Cc2ccc(C(=O)NC3CC3)o2)cc1	0	-0.4	-5	-5	-4	3	-0.3	-1	-1.1	13
Cc1ccc2c(c1)C1CN(C)CCC1N2C(=O)Nc1ccc(Cl)cc1 (stereo unspecified)	-2	-1.1	-6	.	-6	-3	.	3	0.3	17
O=S(=O)(c1ccc2ccccc2c1)N(CC1CO1)c1ccccc1 (stereo unspecified)	2	-0.1	5	-5	-11	4	-0.3	1	2.2	9
CC(NC(=O)c1cccnc1)c1ccc2c(c1)OCO2 (stereo unspecified)	7	-0.1	8	-5	-1	4	-0.6	-3	0.3	1
CCOC(=O)N1CCC(NC(=O)CN2C(=O)CSc3ncccc32)CC1	-6	-0.5	-4	6	0	13	0.6	-1	0.0	11
COc1ccc(NC(=O)Nc2cc(C)ccn2)cc1	0	-0.4	3	.	-1	3	-0.1	.	2.2	.
CCCc1cc(C(N)=O)c(NC(=O)c2ccco2)s1	-7	-5.3	5	-14	-1	17	.	0	-1.5	10
Oc1cc(NCc2ccc(F)cc2)cc2cccnc12	29	-0.7	-8	-4	-2	2	-0.9	.	12	.
Cc1ccc(NC(=O)C2CCCN(S(=O)(=O)c3cccc4nonc34)C2)cc1 (stereo unspecified)	-10	-0.3	6	-9	-14	12	0.4	-1	-0.7	36
COc1ccc(CCCC(=O)O)c(C)c1	-10	7.5	2	1	11	-11	.	-1	1.3	9
Cc1ccc2nc(-c3cccc(NS(C)(=O)=O)c3)cc(-c3ccccc3)c2c1	12	-0.2	-4	-68	-1	3	1.2	4	1.3	7
NC(=O)c1ccccc1N/C=C/C(=O)c1ccc(Cl)cc1Cl	.	i	-3	.	2	6	.	4	-0.8	7
COc1ccc(N2CC(C(=O)Nc3nc4ccc(F)cc4s3)CC2=O)c(OC)c1 (stereo unspecified)	-1	-6.4	0	-8	3	2	2.5	4	-2.4	24
CC(=O)Nc1ccc(S(=O)(=O)N2CN(c3ccc(C)cc3)c3nc4ccccc4nc32)cc1	-15	-0.2	-6	1	-1	-14	0.6	0	-1.7	5
CCOC(=O)C1=C(CN2CC(C)CC(C)C2)NC(=O)NC1c1ccc2c(c1)OCO2 (stereo unspecified)	-2	-0.3	25	-5	-2	-3	1.0	3	0.8	18
CC(=O)Cc1nsc(NC(=O)c2ccc(-c3cccc(C(F)(F)F)c3)o2)n1	-20	0.6	-8	-3	-1	6	.	-6	0.7	12

These rows are one share of the data, so the mix of outcomes need not match the whole.
